Screening data deposited in PubChem BioAssay by several laboratories.
Runt-SMMHC FRET: Runt domain-CBFb-SMMHC interaction inhibition; Q01196+Q13951; Cerulean-Runt/Venus-CBFb-SMMHC FRET ratio 530/480, 1 h; inhibition, % at 20 µM; 0.74% of 220,000 active;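 active = mean inhibition across duplicate retests at 20 µM reaching about 50%, limit read from the data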;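 note: 0% = DMSO wells and 100% = wells with excess untagged CBFb-SMMHC; inhibitors lower the FRET ratio by blocking Runt binding to CBFb-SMMHC; some results filed as inactive read as strong as hits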
RBBP9 inh: inhibitors of human serine hydrolase RBBP9; inhibition, % at 7.94 µM; 0.2% of 220,000 active; AID 1515; O75884; recombinant RBBP9, FP-Rh probe fluorescence polarization;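 active = inhibition above the campaign mean of all tested compounds plus 3 SD, cut at about 14% in these data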;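 note: plate controls were DMSO wells with RBBP9 for no effect and wells lacking RBBP9 protein for full effect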
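System: RBBP9 protein / Buffer or medium: Tris/NaCl buffer pH 8.0 with 0.1% Pluronic / Probe or stimulus: Serine-hydrolase probe FP-Rh, 375 nM pre-mixing / Dosing: 7.94 µM single dose, 0.794% DMSO / Times: enzyme-compound preincubation 30 min, then probe labeling 45 min, 25 °C / Technique: fluorescence polarization (mP), excitation 525 nm, emission 598 nm / Replication: singlicate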
EP2 antag: blocks the human prostaglandin E2 receptor EP2. inhibition, % at 25 µM. 0.52% of 260,000 active. P43116. C6 glioma cells expressing human EP2, cAMP TR-FRET; cells stimulated with saturating PGE2;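 active = percent inhibition above 40 after rounding to a whole number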;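 note: rat C6 glioma host cells with rolipram phosphodiesterase inhibitor present; the protocol text gives 20 µM as final concentration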
Target sequence (P43116 whole entry, looked up): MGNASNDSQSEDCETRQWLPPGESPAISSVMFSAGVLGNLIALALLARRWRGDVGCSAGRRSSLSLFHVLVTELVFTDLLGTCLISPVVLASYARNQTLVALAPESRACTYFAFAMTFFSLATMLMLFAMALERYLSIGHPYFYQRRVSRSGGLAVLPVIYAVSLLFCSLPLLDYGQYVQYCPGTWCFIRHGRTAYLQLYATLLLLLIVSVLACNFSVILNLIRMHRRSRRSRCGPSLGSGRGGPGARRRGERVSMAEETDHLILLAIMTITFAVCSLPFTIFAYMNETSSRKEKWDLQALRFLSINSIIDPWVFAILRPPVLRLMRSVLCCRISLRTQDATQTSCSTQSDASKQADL
Runt-CBFb FRET: Runt domain-CBFb interaction inhibition | Cerulean-Runt/Venus-CBFb FRET ratio 530/480, 1 h | inhibition, % at 20 µM | Q01196+Q13951 | AID 1496 | 0.46% of 220,000 active;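 active = inhibition over about 50% at 20 µM in the single-dose screen, limit read from the data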;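 note: 0% = DMSO wells and 100% = excess unlabeled CBFb competitor control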
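Measured by: fluorescence energy transfer, 422 nm excitation, 530/480 nm emission; Assay system: Cerulean-Runt domain; Medium: Tris pH 7.5 buffer with BSA; Measure: loss of energy transfer signal; Controls: 5 µM unlabeled CBFb as full-inhibition high control; Incubation: protein complex preformed 1 h, compound exposure 1 h, room temperature, dark.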
TNF necrop inh: inhibitors of TNF-alpha induced necroptosis in Jurkat FADD-/- cells. Jurkat FADD-/- TNF necroptosis rescue, ATP luminescence, 24 h; 0 = TNF only, 100 = no-TNF cells. activation (protection from cell death), % at 10 µM. 0.068% of 220,000 active. AID 463075;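 active = activation, meaning protection from cell death, of at least 50% relative to plate controls; inactive = activation below 50%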;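 note: necroptosis triggered by 40 ng/mL TNF-alpha added together with compound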
EP2 mod: modulates human prostaglandin E2 receptor EP2 signaling; EP2-expressing cells, cAMP HTRF FRET, PGE2 co-stimulation; 0.83% of 260,000 active; induction, % at 25 µM; AID 940;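 active = compounds whose cAMP rise, as percent of the full-agonist control response, exceeds 60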;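 note: rat C6 glioma line stably carrying human EP2 under a CMV promoter; the protocol text gives 20 µM as final concentration; 100% = response of wells given 1 µM PGE2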
L929 necroptosis: L929 zVAD cell death inhibition; L929 zVAD necroptosis rescue, ATP luminescence, 24 h; with zVAD 60 µM; viability rescue, % at 10 µM; 0.38% of 220,000 active; AID 1377;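 active = activation, scaled between plate controls, above about 75%, limit read from the data; inactive = activation under that limit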;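 note: 0% = zVAD with DMSO and 100% = DMSO alone without zVAD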
Hck Nef HTS: blocks Nef-activated human Hck kinase. Recombinant Hck-YEEI plus Nef, Z-Lyte FRET kinase assay. inhibition, % at 20 µM. 0.68% of 220,000 active. P08631;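 active = Hck-Nef kinase inhibition above about 50%, limit read from the data; inactive = inhibition below that limit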;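 note: 0% = DMSO with Hck plus Nef and 100% = Hck alone without Nef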
Target sequence (P08631 whole entry, looked up): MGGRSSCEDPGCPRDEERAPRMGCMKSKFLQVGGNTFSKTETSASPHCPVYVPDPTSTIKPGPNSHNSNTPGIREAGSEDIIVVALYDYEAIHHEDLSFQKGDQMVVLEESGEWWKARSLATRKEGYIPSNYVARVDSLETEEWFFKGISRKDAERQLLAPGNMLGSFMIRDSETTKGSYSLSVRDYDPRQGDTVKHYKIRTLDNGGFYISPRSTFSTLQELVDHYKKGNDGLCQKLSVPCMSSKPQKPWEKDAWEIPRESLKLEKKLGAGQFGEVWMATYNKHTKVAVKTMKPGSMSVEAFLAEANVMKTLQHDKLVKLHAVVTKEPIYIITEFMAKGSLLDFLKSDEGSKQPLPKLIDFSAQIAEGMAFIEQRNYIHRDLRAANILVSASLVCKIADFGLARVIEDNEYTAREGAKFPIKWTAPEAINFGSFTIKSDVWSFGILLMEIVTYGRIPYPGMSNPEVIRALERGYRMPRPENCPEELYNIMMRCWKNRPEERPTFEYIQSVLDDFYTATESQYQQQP
PERK inh: blocks human PERK kinase | CHO PERK-DD fusion, SEAP luminescence translation reporter | 0.17% of 220,000 active | Q9NZJ5 | inhibition, % at 5.6 µM;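 active = inhibition above the mean inhibition of all tested compounds plus 3 SD, set separately per screening campaign, cut at about 2.9% in these data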;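 note: PERK kinase domain activated by AP20187 dimerizer at 100 nM; 0% = DMSO with dimerizer and 100% = rapamycin at 8.4 µM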
Starred values were filed as active, the others as inactive; . = not tested or not shown; & = joins results of further samples. Not all compounds are listed; count on the stated rates, not on these rows.

Value order – RBBP9 inh, Runt-CBFb FRET, PERK inh, EP2 mod, EP2 antag, L929 necroptosis, Runt-SMMHC FRET, TNF necrop inh, Hck Nef HTS
- O=C(OCc1c(Cl)cccc1Cl)c1cnccn1
 : -5, -1, -0.2, 3, 9, -0.4, -2, -1.0, 0
- CSc1nc(-c2ccco2)nn1C(=O)c1cccs1
 : 1, 1, -0.3, 42, 7, 1.2, 1, -1.0, 2
- COc1cccc(C2C(C(=O)c3cc4cccc(OC)c4o3)=C(O)C(=O)N2c2cc(C)on2)c1OC (stereo unspecified)
 : -1, 15, 0.2, 27, 31, 0.3, 31, -1.2, 0
- Oc1ccc(N2CCN(C(c3ccccn3)c3nnnn3C3CCCC3)CC2)cc1 (stereo unspecified)
 : -1, 31, -0.7, 7, 5, 0.4, 45, -2.9, 5
- CCN(CC)CCNc1ncnc2c1sc1nc(N3CCOCC3)c3c(c12)CCCC3
 : -2, 5, -2.0, -27, 9, -2.4, 1, -24, 18
- COc1cccc(/C=C(\C(=O)O)c2ccccc2)c1
 : -7, 0, 0.2, 12, 1, 2.4, 0, -0.3, 15
- Cc1csc2c(=O)sc(NC(=O)c3cccs3)nc12
 : 10, 40, 0.5, -33, 9, -0.3, 87*, 0.9, 28
- O=C(O)CC1(CC(=O)Nc2ccc(Br)cc2)CCCCC1
 : -6, -1, 0.7, 23, 5, -0.5, 0, 0.0, 17
- CC1=CCC2C(=O)N(c3ccc(C)c(Br)c3)C(=O)C2C1 (stereo unspecified)
 : -2, 3, 0.6, -17, 3, 1.1, 1, 2.7, 15
- Cc1ccc2nc(SC(C)C(=O)NC3CCCc4ccccc43)[nH]c2c1 (stereo unspecified)
 : -8, 1, -0.5, 0, 6, 1.7, 1, 0.3, 3
- COc1ccccc1-n1c(=O)oc2ccc(Cl)cc2c1=O
 : -4, 1, 0.7, -14, 10, -0.1, -2, -2.9, 1
- COc1ccc(-c2cc(C(F)(F)F)nc(-n3ccnc3)n2)cc1
 : -11, ., 0.0, 4, 3, -2.0, -6, -0.3, -2
- FCCCOc1ccc(/C=N/OCc2ccc(Cl)cc2Cl)cc1
 : 3, -1, 0.9, 21, 13, 0.6, -4, -1.3, 0
- Cc1nc(N2CCN(C)CC2)c2sc(=S)n(-c3ccccc3)c2n1
 : -8, 2, -0.8, 13, 6, 0.6, -2, 1.4, -1
- CCOc1ccc(-n2cnc3c(=O)[nH]c(N)nc32)cc1
 : -1, -1, 0.5, 1, 9, 2.6, -4, 1.9, 11
- Cc1ccc(-c2nc(CN3CCN(c4cnccn4)CC3)c(C)o2)o1
 : -6, 0, 0.6, 6, 9, 72, 1, 0.5, 21
- CC1CC(C)CN(c2ncc3c(n2)CC(c2ccccc2)CC3=O)C1 (stereo unspecified)
 : 1, -3, 1.7, 26, 1, 2.2, 0, -0.2, 0
- COC(=O)C1=C(C)N(C)C(=O)NC1c1ccc(O)c(OC)c1 (stereo unspecified)
 : 0, -2, -0.6, 19, 9, 0.6, -4, 0.3, 1
- COc1ccc(NC(=O)c2cc(F)cc(F)c2)cc1Cl
 : -3, 1, 0.3, -40, 5, 0.0, 2, 1.3, 3
- CCN(CC)S(=O)(=O)c1cccc(C(=O)N/N=C/c2ccc(N3CCOCC3)cc2)c1
 : -7, -7, 1.5, -30, 1, 1.1, -3, 0.9, 1
- COc1ccc(Nc2nc(NCc3ccco3)nc(N/N=C/c3ccccc3Cl)n2)cc1
 : -1, 0, -0.9, -2, 5, 0.3, 4, 6.6, 6
- CCCC(CCC)=NNc1ccc(S(=O)(=O)Nc2ccccc2OC)cc1[N+](=O)[O-]
 : -1, -9, 0.4, 21, 12, -0.1, -4, 3.9, 4
- O=C(Nc1ccc(Cl)cn1)C1CCCN1S(=O)(=O)c1ccccc1 (stereo unspecified)
 : -7, 0, -1.3, 19, 11, 0.7, 3, -2.2, 0
- COc1ccccc1NC(=O)CNC(=O)c1ccccc1
 : 3, 1, 0.3, 1, 11, 0.0, 0, 0.8, 14
- COc1ccc(/C=N/N=C/c2ccc(OC)c(O)c2)cc1O
 : -7, ., 1.2, 13, 6, 0.2, -8, -2.0, 1
- CCN1CCCC1CNC(=O)Cn1cnc2sc(C)c(S(=O)(=O)N3CCC(C)CC3)c2c1=O (stereo unspecified)
 : -11, 0, 0.1, 20, 1, -0.2, 0, -3.0, 1
- COc1ccc(NC(=S)NCC2CCCO2)c(C)c1 (stereo unspecified)
 : -7, -1, 0.9, -14, 5, 0.0, 0, -0.9, 2
- CCOc1ccc(N(C(C)C(=O)N/N=C(\C)C(C)(C)C)S(C)(=O)=O)cc1 (stereo unspecified)
 : -6, -7, -0.1, 13, 4, -0.1, 0, -0.4, 3
- Cc1cc(/C=N/NC(=O)C(O)(c2ccccc2)c2ccccc2)c(C)n1-c1cccc(C(=O)O)c1
 : -5, 3, 1.4, -1, 14, 0.5, -3, -0.4, 24
- CCOC(=O)c1ccccc1OCc1cc(/C=N/NC(=O)c2cccnc2)ccc1OC
 : -8, 2, -2.1, -72, 8, -0.3, -3, -15, 16
- COCCN(CCOC)S(=O)(=O)c1ccc(OC)cc1
 : -6, 1, 1.1, 4, 11, 0.2, -6, 0.4, -3
- Cc1cc(N(CN2CCCC2=O)C(=O)c2ccc(F)cc2)no1
 : 9, -1, 0.0, 29, 1, 1.1, -2, -0.4, 1
- NC(=S)Nc1c(Cl)cccc1Cl
 : -8, -1, 0.4, 12, 2, 0.6, 0, -0.4, -15
- O=C(C1CCN(S(=O)(=O)c2ccc(F)cc2)CC1)N1CC=C(c2ccccc2)CC1
 : -7, 1, -0.5, -27, 14, 4.2, -1, 0.2, -4
- COC(=O)c1cccc(NC(=O)/C=C/c2cccc([N+](=O)[O-])c2)c1
 : 5, 2, 0.2, -17, 22, 2.3, -3, -2.1, 1
- COc1c(C)cc(C(=O)C2CCCN(C(=O)C3=C(C)OCCO3)C2)cc1C (stereo unspecified)
 : 1, 0, -0.2, -9, 7, 0.7, -4, 2.0, 1
- COc1ccc(/C=C/C(=O)OCC(=O)Nc2cccc(C(C)=O)c2)cc1
 : -9, 1, -0.5, -87, 6, 1.6, 3, 2.2, 0
- CC(=O)Nc1cccc(Oc2ccc(-c3noc(C)n3)cc2)c1
 : -9, -1, 1.0, -13, 13, 73, 0, -1.6, 0
- CCCCNc1cc(C)oc(=O)c1C(C)=O
 : -5, 0, 0.5, -9, 7, -0.3, 3, -1.7, 1
- Cc1sc(NC(=O)COc2ccccc2)c(C#N)c1C
 : -9, 2, -0.2, -33, 9, 4.0, -7, 1.4, 28
- COc1cc(OC)c(C(=O)NC2CC(C)(C)NC(C)(C)C2)cc1OC
 : 9, 2, 1.8, -6, 10, 0.8, 2, -0.2, 0
- CC(NC(=O)C1CC1)C(c1cccs1)N1CCN(c2ccccc2)CC1 (stereo unspecified)
 : -8, 0, -1.6, 16, 10, -0.7, 3, -1.2, -9
- O=C(Oc1ccc(-c2ccccc2)cc1)N1CCOCC1
 : -8, 3, -0.1, -5, 5, 0.1, 0, -1.3, -1
- COC(=O)C(NC(=O)c1ccccc1C)(Nc1ncc(S(=O)(=O)c2ccc([N+](=O)[O-])cc2)s1)C(F)(F)F (stereo unspecified)
 : -8, -1, -1.5, -26, 13, -0.6, -2, 1.9, 5
- C/C(=N\NC(N)=S)c1ccncc1
 : -9, -2, 0.6, 24, 8, -0.1, 1, 1.6, 12
- O=C(/C=C/c1cccc(F)c1)N1CCN(c2ccccn2)CC1
 : 2, 1, -0.2, -18, 12, -0.1, 0, -0.6, -3
- O=C(Cc1n[nH]c(=O)[nH]c1=O)N/N=C/c1ccccc1
 : -6, -2, -1.2, 2, 1, 0.1, 0, -1.6, 0
- COc1ccc(Cc2nnc(NC(C)=O)s2)cc1
 : -7, -1, 0.2, -6, 6, 2.3, -1, 0.2, 15
- CCCNS(=O)(=O)c1ccc2c(c1)n(C)c(=O)n2C
 : -1, -2, -0.7, -42&1, 6&7, 16, 7, -0.3, 18
- COc1cc(C(=O)NC(C(=O)Nc2cccc(C(C)=O)c2)C(C)C)cc(OC)c1OC (stereo unspecified)
 : -6, -5, 0.3, -4, 1, 2.0, 2, 3.0, 15
- COc1ccc(-c2nnc3sc(C(C)N4C(=O)c5ccccc5C4=O)nn23)cc1 (stereo unspecified)
 : 7, -3, -0.1, 17, 9, 0.5, 14, -0.3, 21
- C=CCOc1cccc(C(=O)N2CCCC(CCC(=O)NCc3ccccc3F)C2)c1 (stereo unspecified)
 : 4, 1, 0.1, -52, 5, 0.2, -5, 0.8, 22
- Cc1cccc(CCN(CC(=O)NC2CCCCC2)C(=O)c2csnn2)c1
 : 1, 1, 0.1, -3, 11, 2.5, 3, 2.0, 17
- COc1cccc(C(=O)c2c[nH]c(C(=O)NCc3cccnc3)c2)c1
 : -2, -1, 1.5, -69, 8, 0.9, -2, -2.9, -10
- O=C(CCn1nnc2ccccc21)N/N=C\Cc1ccccc1
 : -3, ., 0.5, -23, 5, 1.5, 0, -0.2, 5
- CC(C)c1nnc(NC(=O)CCCCCN2C(=O)C3C4C=CC(C4)C3C2=O)s1 (stereo unspecified)
 : -4, 2, -1.1, 4, 13, 0.4, 3, -0.1, 0
- COc1cccc(C(=O)NNC(=O)CCC(=O)O)c1
 : -3, 0, 0.8, 16, 5, 0.1, -3, 0.7, 21
- Cc1ccc(SCn2nnc3ccccc3c2=O)c(C)c1
 : -6, -2, 0.9, 24, 4, -0.4, -6, 0.5, 0
